High-throughput results: PubChem, The Scripps Research Institute Molecular Screening Center
GSTO1 inh: inhibitors of recombinant GSTO1, primary screen, counter-screen for RBBP9 inhibitor project, biochemical, fluorescence polarization; Glutathione S-transferase omega-1 (Homo sapiens), P78417; activity-based probe fluorescence polarization; inhibition, % at 5.96 µM; hit rate 1.1% among 300,000;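 active = inhibition above the campaign mean inhibition plus 3 SD, cut at about 35% in these data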;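 note: 0% = GSTO1-1 with DMSO and 100% = wells lacking GSTO1-1 enzyme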
PAFAH2 inh: PAFAH2 enzyme inhibitors, primary screen, biochemical, fluorescence polarization, human. Platelet-activating factor acetylhydrolase 2, cytoplasmic (Homo sapiens), Q99487. recombinant PAFAH2, FP-rhodamine activity probe. inhibition, % at 3.39 µM. hit rate 0.99% among 340,000;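 active = inhibition above the mean over all tested compounds plus 3 SD, cut at about 30% in these data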;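 note: inhibitors block probe labeling of enzyme so polarization drops; 0% = enzyme with DMSO and 100% = wells lacking PAFAH2 protein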
Fam108B counter: mouse Fam108B serine hydrolase inhibitors, primary screen, counter-screen for RBBP9 inhibitor project, biochemical, fluorescence polarization; recombinant Fam108B, FP-Rh probe fluorescence polarization; inhibition, % at 9.51 µM; hit rate 0.33% among 300,000; AID 1947, 2009;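 active = inhibition above the screen mean inhibition plus 3 SD, computed separately per campaign, cut at about 18% in these data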;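 note: inhibitors lower polarization as less probe binds the enzyme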
PAFAH1B3 inh: PAFAH1B3 enzyme inhibitors, primary screen, biochemical, fluorescence polarization, human; Platelet-activating factor acetylhydrolase IB subunit alpha1 (Homo sapiens), Q15102; hit rate 0.28% among 340,000; inhibition, % at 3.39 µM; recombinant PAFAH1B3, FP-rhodamine probe; AID 492972, 2010;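 active = inhibition above the screen-wide average of all tested compounds plus 3 SD, cut at about 25% in these data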;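 note: 0% = enzyme with DMSO only and 100% = wells lacking PAFAH1B3 protein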
PME-1 primary: PME-1 inhibitors via competitive probe labeling, primary screen, biochemical, fluorescence polarization, FP-Rh probe, HTS. inhibition, % at 5.9 µM. recombinant PME-1. AID 2130, 2009. Protein phosphatase methylesterase 1 (Homo sapiens), Q9Y570. hit rate 0.53% among 320,000;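 active = inhibition above the campaign mean of all compounds plus 3 SD, cut at about 26% in these data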;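 note: competitive labeling of PME-1 active site by serine hydrolase directed probe; 0% = PME-1 with DMSO and 100% = wells lacking PME-1 enzyme; inhibitors block probe labeling so polarization falls and inhibition rises; many of its hits are not listed in these tables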
Target sequence (Q9Y570 whole entry, looked up): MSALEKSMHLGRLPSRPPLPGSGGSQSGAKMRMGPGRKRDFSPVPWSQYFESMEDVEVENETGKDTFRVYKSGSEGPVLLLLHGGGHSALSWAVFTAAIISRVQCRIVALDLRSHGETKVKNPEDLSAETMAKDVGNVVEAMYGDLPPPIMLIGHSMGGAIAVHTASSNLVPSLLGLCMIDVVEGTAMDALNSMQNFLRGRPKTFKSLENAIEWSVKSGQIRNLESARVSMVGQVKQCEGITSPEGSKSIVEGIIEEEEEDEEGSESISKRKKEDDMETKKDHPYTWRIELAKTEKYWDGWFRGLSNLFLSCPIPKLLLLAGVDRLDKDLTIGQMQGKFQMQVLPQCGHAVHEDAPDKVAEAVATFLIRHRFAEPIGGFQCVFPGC
PAD4 FP inh: human PAD4 inhibitors, primary screen, biochemical, fluorescence polarization, 1536-well format; inhibition, % at 6.36 µM; Protein-arginine deiminase type-4 (Homo sapiens), Q9UM07; hit rate 0.41% among 330,000; recombinant PAD4, RCA probe fluorescence polarization;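 active = percent inhibition above a cutoff equal to the mean of all tested compounds plus 3 SD, cut at about 15% in these data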;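 note: 0% = PAD4 with RCA probe and DMSO and 100% = probe without PAD4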
pPAFAH FP inh: pPAFAH enzyme inhibitors, primary screen, biochemical, fluorescence polarization, human; Platelet-activating factor acetylhydrolase (Homo sapiens), Q13093; recombinant pPAFAH, FP-rhodamine probe fluorescence polarization; inhibition, % at 3.39 µM; hit rate 1.5% among 330,000;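 active = inhibition above the mean inhibition across the screen plus 3 SD, cut at about 25% in these data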;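 note: inhibitors block binding of the rhodamine activity-based probe so polarization drops; 0% = enzyme with DMSO and 100% = wells lacking pPAFAH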
Target sequence (Q13093 whole entry, looked up): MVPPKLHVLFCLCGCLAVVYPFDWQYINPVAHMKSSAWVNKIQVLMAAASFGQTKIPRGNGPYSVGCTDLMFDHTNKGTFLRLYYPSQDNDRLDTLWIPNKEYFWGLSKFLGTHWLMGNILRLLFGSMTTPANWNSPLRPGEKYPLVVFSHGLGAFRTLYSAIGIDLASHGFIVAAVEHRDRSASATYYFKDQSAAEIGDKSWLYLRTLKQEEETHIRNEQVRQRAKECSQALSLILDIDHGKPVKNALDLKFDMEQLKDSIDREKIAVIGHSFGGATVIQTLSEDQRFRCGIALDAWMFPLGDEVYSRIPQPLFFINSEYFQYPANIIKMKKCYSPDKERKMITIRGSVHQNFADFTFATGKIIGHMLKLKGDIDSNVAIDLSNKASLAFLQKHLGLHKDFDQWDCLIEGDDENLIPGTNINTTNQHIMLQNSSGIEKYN
PAFAH1B2 inh: PAFAH1B2 enzyme inhibitors, primary screen, biochemical, fluorescence polarization, human | hit rate 1.2% among 340,000 | Platelet-activating factor acetylhydrolase IB subunit alpha2 (Homo sapiens), P68402 | recombinant PAFAH1B2, FP-rhodamine activity probe | AID 492953, 2010 | inhibition, % at 3.39 µM;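 active = inhibition above the mean of all tested compounds plus 3 SD, cut at about 24% in these data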;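 note: 0% = enzyme with DMSO and 100% = wells lacking PAFAH1B2; many of its hits are not listed in these tables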
Target sequence (P68402 whole entry, looked up): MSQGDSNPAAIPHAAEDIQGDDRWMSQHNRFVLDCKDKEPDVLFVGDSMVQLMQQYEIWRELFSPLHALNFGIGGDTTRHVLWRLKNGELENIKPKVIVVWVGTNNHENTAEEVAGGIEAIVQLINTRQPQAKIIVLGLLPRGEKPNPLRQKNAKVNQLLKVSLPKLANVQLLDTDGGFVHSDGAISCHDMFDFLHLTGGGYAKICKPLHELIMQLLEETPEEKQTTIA
LYPLA1 counter: LYPLA1 inhibitors, primary screen, counter-screen for PME1 inhibitor project, biochemical, fluorescence polarization, FP-Rh probe ABPP; recombinant LYPLA1; inhibition, % at 5.9 µM; hit rate 0.16% among 320,000;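 active = inhibition above the mean of all tested compounds plus 3 SD, set per campaign, cut at about 14% in these data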;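 note: inhibitors block serine hydrolase probe labeling of LYPLA1 so polarization falls; 0% = enzyme with DMSO and 100% = wells lacking LYPLA1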
Starred values were filed as active, the others as inactive. This is a subset; count on the stated rates, not on these rows.

What do the screens show for `CCOC(=O)c1nc(C(=O)NCc2ccc(C)cc2)nc2ccccc12`?
PAFAH2 inh: 10; PAFAH1B3 inh: 7; PAD4 FP inh: -2; pPAFAH FP inh: 12; PAFAH1B2 inh: 13

What do the screens show for `COc1ccccc1N1CCN(/N=C\c2sccc2C)CC1`?
GSTO1 inh: 5; PAFAH2 inh: 4; Fam108B counter: 3; PAFAH1B3 inh: 7; PME-1 primary: 1; PAD4 FP inh: -2; pPAFAH FP inh: 2; PAFAH1B2 inh: 2; LYPLA1 counter: -2

What do the screens show for `COC(=O)[C@@H](NC(=O)Nc1ccc2c(c1)OCCO2)C(C)C`?
GSTO1 inh: -1; PAFAH2 inh: 2; Fam108B counter: 6; PAFAH1B3 inh: 5; PME-1 primary: -5; PAD4 FP inh: -5; pPAFAH FP inh: 1; PAFAH1B2 inh: 2; LYPLA1 counter: 0

What do the screens show for `Cn1c(N/N=C2\CCCc3ccccc32)nc2c1c(=O)n(Cc1ccccc1)c(=O)n2C`?
GSTO1 inh: 7; PAFAH2 inh: 5; Fam108B counter: 10; PAFAH1B3 inh: 6; PME-1 primary: 7; PAD4 FP inh: 7; pPAFAH FP inh: 5; PAFAH1B2 inh: 9; LYPLA1 counter: 0

Results for O=C(NCc1ccc2c(c1)OCO2)c1ccc(CSCc2ccccc2Cl)o1 ?
GSTO1 inh: 0; PAFAH2 inh: 7; Fam108B counter: -7; PAFAH1B3 inh: 6; PME-1 primary: -1; PAD4 FP inh: 1; pPAFAH FP inh: 6; PAFAH1B2 inh: 20; LYPLA1 counter: -6

How did CCn1c(C)c(C)c2cc(C(=O)NCCCN3CCCC3)ccc21 do in these assays?
GSTO1 inh: -2; PAFAH2 inh: 0; Fam108B counter: -1; PAFAH1B3 inh: 4; PME-1 primary: -7; PAD4 FP inh: -12; pPAFAH FP inh: 2; PAFAH1B2 inh: 2; LYPLA1 counter: -6

How did O=c1[nH]nc(Cc2ccc([N+](=O)[O-])cc2)c2ccccc12 do in these assays?
GSTO1 inh: 5; PAFAH2 inh: -7; Fam108B counter: 6; PAFAH1B3 inh: 8; PME-1 primary: 2; PAD4 FP inh: 4; pPAFAH FP inh: 8; PAFAH1B2 inh: 9; LYPLA1 counter: 1

Results for Cc1ccc(C(c2sc3nc(C)nn3c2O)N2CCN(c3ccc(F)cc3)CC2)cc1 (centres undefined) ?
GSTO1 inh: 6; PAFAH2 inh: -5; Fam108B counter: 0; PAFAH1B3 inh: 4; PME-1 primary: 3; PAD4 FP inh: 1; pPAFAH FP inh: 5; PAFAH1B2 inh: -3; LYPLA1 counter: 8

How did O=C(NCCc1ccccc1)c1ccc(CS(=O)(=O)Cc2ccccc2F)o1 do in these assays?
GSTO1 inh: -2; PAFAH2 inh: 13; Fam108B counter: 0; PAFAH1B3 inh: 3; PME-1 primary: -4; PAD4 FP inh: -3; pPAFAH FP inh: 24; PAFAH1B2 inh: 9; LYPLA1 counter: -3

Results for O=C(O)CCCc1nc(-c2ccc(Cl)cc2)no1 ?
GSTO1 inh: 6; PAFAH2 inh: -8; Fam108B counter: 9; PAFAH1B3 inh: -5; PME-1 primary: 5; PAD4 FP inh: 0; pPAFAH FP inh: -4; PAFAH1B2 inh: 8; LYPLA1 counter: -1

Results for COc1ccc(CN(CCC(C)C)S(=O)(=O)c2ccccc2Br)cc1 ?
PAFAH2 inh: 3; PAFAH1B3 inh: 2; PAD4 FP inh: 0; pPAFAH FP inh: 0; PAFAH1B2 inh: 0

What do the screens show for `O=C(NCc1ccccc1)c1nnc(CS(=O)(=O)c2ccccc2)o1`?
GSTO1 inh: -5; PAFAH2 inh: 7; Fam108B counter: -4; PAFAH1B3 inh: -1; PME-1 primary: -4; PAD4 FP inh: -9; pPAFAH FP inh: 63*; PAFAH1B2 inh: 5; LYPLA1 counter: 1

How did O=S(=O)(NCc1cc(-c2ccc(Cl)cc2)no1)c1ccccc1 do in these assays?
GSTO1 inh: 7; PAFAH2 inh: -3; Fam108B counter: 1; PAFAH1B3 inh: -9; PME-1 primary: -1; PAD4 FP inh: 0; pPAFAH FP inh: 11; PAFAH1B2 inh: 4; LYPLA1 counter: 0

How did Cc1cc(=O)oc2cc(NC(=O)C(C)Oc3ccc(F)cc3)ccc12 (centres undefined) do in these assays?
GSTO1 inh: -7; PAFAH2 inh: 3; Fam108B counter: 4; PAFAH1B3 inh: 10; PME-1 primary: 2; PAD4 FP inh: -2; pPAFAH FP inh: 9; PAFAH1B2 inh: -2; LYPLA1 counter: 2

Results for COc1ccc2c(c1)c1ncn(Cc3ccc(F)cc3)c(=O)c1n2C ?
GSTO1 inh: 10; Fam108B counter: 1; PME-1 primary: 0; PAD4 FP inh: 1; pPAFAH FP inh: 2; LYPLA1 counter: 3

What do the screens show for `Cc1nc(NCc2ccccc2)[nH]c(=O)c1CCC(C)C`?
GSTO1 inh: 0; PAFAH2 inh: 4; Fam108B counter: 2; PAFAH1B3 inh: 8; PME-1 primary: -2; PAD4 FP inh: 4; pPAFAH FP inh: 4; PAFAH1B2 inh: 6; LYPLA1 counter: -3

Results for CC1=C(C(=O)Nc2cc(C(=O)N3CCN(c4cccc(C)c4C)CC3)ccc2C)SCCO1 ?
GSTO1 inh: 5; PAFAH2 inh: -3; Fam108B counter: 3; PAFAH1B3 inh: 6; PME-1 primary: -2; PAD4 FP inh: -1; pPAFAH FP inh: 14; PAFAH1B2 inh: 3; LYPLA1 counter: -2

How did CSCC[C@H](NS(=O)(=O)c1ccc(C(C)=O)cc1)c1nnc2ccccn12 do in these assays?
GSTO1 inh: 8; PAFAH2 inh: 2; Fam108B counter: 0; PAFAH1B3 inh: 9; PME-1 primary: -2; PAD4 FP inh: 0; pPAFAH FP inh: 14; PAFAH1B2 inh: -2; LYPLA1 counter: 2

Results for COC(=O)[C@@H](Cc1ccccc1)NC(=O)NCCc1c[nH]c2ccccc12 ?
GSTO1 inh: 2; PAFAH2 inh: 2; Fam108B counter: -2; PAFAH1B3 inh: -2; PME-1 primary: 4; PAD4 FP inh: -2; pPAFAH FP inh: 4; PAFAH1B2 inh: 2; LYPLA1 counter: -1

Results for O=C(Nn1c(-c2ccccc2)nc2ccccc2c1=O)c1ccc([N+](=O)[O-])cc1 ?
GSTO1 inh: -2; PAFAH2 inh: 5; Fam108B counter: 2; PAFAH1B3 inh: 0; PME-1 primary: -7; PAD4 FP inh: -4; pPAFAH FP inh: 1; PAFAH1B2 inh: 2; LYPLA1 counter: -1

What do the screens show for `O=c1cc(CSc2nnc(C3CC3)n2Cc2ccccc2)nc2sccn12`?
GSTO1 inh: 2; PAFAH2 inh: 5; Fam108B counter: 0; PAFAH1B3 inh: 2; PME-1 primary: 10; PAD4 FP inh: 2; pPAFAH FP inh: 11; PAFAH1B2 inh: 2; LYPLA1 counter: 0

How did COc1ccc(/C(C)=C2/SC(=S)N(CCC(=O)O)C2=O)cc1 do in these assays?
GSTO1 inh: 2; PAFAH2 inh: 10; Fam108B counter: -1; PAFAH1B3 inh: 7; PME-1 primary: 27*; PAD4 FP inh: -13; pPAFAH FP inh: 1; PAFAH1B2 inh: 4; LYPLA1 counter: -2

What do the screens show for `Cc1cccc(C)c1NC(=O)CNC(=O)C1COc2ccccc2O1` (centres undefined)?
PAFAH2 inh: 14; PAFAH1B3 inh: 12; PME-1 primary: 0; PAD4 FP inh: 1; pPAFAH FP inh: 2; PAFAH1B2 inh: 8; LYPLA1 counter: 2

What do the screens show for `CCc1ccc(-c2nc(SCC(=O)N(CCOC)c3c(N)n(Cc4ccccc4)c(=O)[nH]c3=O)n[nH]2)cc1`?
GSTO1 inh: 3; PAFAH2 inh: 0; Fam108B counter: -3; PAFAH1B3 inh: 11; PME-1 primary: -2; PAD4 FP inh: -2; pPAFAH FP inh: 2; PAFAH1B2 inh: 8; LYPLA1 counter: 3

How did CCC1CCC(C(=O)NNC(=O)c2cc(-c3ccco3)[nH]n2)CC1 (centres undefined) do in these assays?
GSTO1 inh: 12; PAFAH2 inh: 7; Fam108B counter: 6; PAFAH1B3 inh: 2; PME-1 primary: 4; PAD4 FP inh: -16; pPAFAH FP inh: 31*; PAFAH1B2 inh: 2; LYPLA1 counter: -9

What do the screens show for `Cc1ccc(CN2CC(C(=O)NC3CCCC(C)C3C)CC2=O)cc1` (centres undefined)?
PAFAH2 inh: 2; PAFAH1B3 inh: 4; PME-1 primary: -1; PAD4 FP inh: -4; pPAFAH FP inh: 1; PAFAH1B2 inh: 4; LYPLA1 counter: -1

Results for CCOc1ccccc1C(=O)Nc1nn[nH]n1 ?
GSTO1 inh: -5; PAFAH2 inh: 4; Fam108B counter: 2; PAFAH1B3 inh: 17; PME-1 primary: -2; PAD4 FP inh: 0; pPAFAH FP inh: -2; PAFAH1B2 inh: 4; LYPLA1 counter: 0

What do the screens show for `CC(=O)C1=C(O)C(=O)N(c2ccccn2)C1c1cccc(F)c1` (centres undefined)?
GSTO1 inh: -2; PAFAH2 inh: 0; Fam108B counter: -2; PAFAH1B3 inh: 13; PME-1 primary: -6; PAD4 FP inh: -7; pPAFAH FP inh: -1; PAFAH1B2 inh: 7; LYPLA1 counter: -1

How did CCOc1cc(C(=S)N2CCCCC2)ccc1OS(=O)(=O)c1ccc(Cl)cc1 do in these assays?
GSTO1 inh: 8; PAFAH2 inh: -1; Fam108B counter: 4; PAFAH1B3 inh: 5; PME-1 primary: -5; PAD4 FP inh: 4; pPAFAH FP inh: -1; PAFAH1B2 inh: 12; LYPLA1 counter: -3

In the list so far, 3 have a furan ring, fused or not.
Results for O=C(NCc1ccc2c(c1)OCO2)c1ccc(CSCc2ccccc2Cl)o1 ?
GSTO1 inh: 0; PAFAH2 inh: 7; Fam108B counter: -7; PAFAH1B3 inh: 6; PME-1 primary: -1; PAD4 FP inh: 1; pPAFAH FP inh: 6; PAFAH1B2 inh: 20; LYPLA1 counter: -6

How did O=C(NCCc1ccccc1)c1ccc(CS(=O)(=O)Cc2ccccc2F)o1 do in these assays?
GSTO1 inh: -2; PAFAH2 inh: 13; Fam108B counter: 0; PAFAH1B3 inh: 3; PME-1 primary: -4; PAD4 FP inh: -3; pPAFAH FP inh: 24; PAFAH1B2 inh: 9; LYPLA1 counter: -3

How did CCC1CCC(C(=O)NNC(=O)c2cc(-c3ccco3)[nH]n2)CC1 (centres undefined) do in these assays?
GSTO1 inh: 12; PAFAH2 inh: 7; Fam108B counter: 6; PAFAH1B3 inh: 2; PME-1 primary: 4; PAD4 FP inh: -16; pPAFAH FP inh: 31*; PAFAH1B2 inh: 2; LYPLA1 counter: -9
